KB-V1 MDR tox – qHTS assay for MDR1-selective chemotherapeutics: Primary screen using the drug-selected MDR subline cells KB-V1. Potency, µM (series often up to 46.1 µM), for inactives: top-dose activity change, negative = cytotoxicity, usual class: cytotoxic. AID 1347076, 2019. 400,000 tested, 3.4% active. KB-V1 MDR cells viability, CellTiter-Glo, 72 h; further: potency means the concentration at half of the fitted maximal effect; on the % scale 0 is the no-effect control and ±100 the full control effect; nearly all actives have a fitted effect of over 60% in size
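KB-V1 cells (P-gp-expressing MDR subline of KB-3-1) in phenol-red-free DMEM with 10% FBS were exposed to library compounds over a concentration series for 72 h at 37 degrees C. Viability read by CellTiter-Glo luminescence; concentration-effect curves fitted after normalization.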
IL-1B inflam inh – qHTS for Inhibitors of Inflammasome Signaling: IL-1-beta AlphaLISA Primary Screen; THP-1 LPS/ATP IL-1B secretion, AlphaLISA, 16 h; hits give low values; activity change, % at 57.5 µM; 360,000 tested, 4.7% active; AID 743279, 2014; in the data active means activity change below about -50%; inconclusive means mostly about -30% to -49%; further: on the % scale 0 is the no-effect control and ±100 the full control effect
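Secreted IL-1B measured by AlphaLISA bead assay after 16 h compound exposure of THP-1 cells; compounds (final up to 57.5 uM) added 1 h before LPS (250 ng/mL) and ATP (1.25 mM) stimulation; lower signal means less secretion.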
HT1080NT lethal – qHTS for induction of synthetic lethality in tumor cells producing 2HG: qHTS for the HT-1080-NT fibrosarcoma cell line; HT-1080-NT fibrosarcoma viability, CellTiter-Glo ATP luminescence, 48 h; Potency, µM (titrated, usually from 46.1 µM), for inactives: at the highest dose activity, negative = less viability, hits mostly cytotoxic; 360,000 tested, 1.6% active;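 further: NT is the 2HG producing partner of a matched IDH1 knockdown line; potency means the concentration at half of the fitted maximal effect; 0% = DMSO-treated cells and -100% = media-only wells without cells; nearly all actives have a fitted effect of over 55% in size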
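Viability by CellTiter-Glo luminescence after 48 h compound exposure at 37C of HT-1080-NT cells (750/well, RPMI, 5% FBS). % activity scaled between DMSO wells and medium-only wells, then curve-fitted and categorized by curve class.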
D3 ag – qHTS of D3 Dopamine Receptor Agonist: qHTS. AID 652048, 2013. D3R DiscoveRx beta-arrestin cells, luminescence, 90 min. 410,000 tested, 0.58% active. max activation, %. D(3) dopamine receptor (Homo sapiens), P35462; in the data active means max activation above about 30%; further: 0% is about no effect; mostly tested at two doses, the higher about 12 µM
Target sequence (P35462 whole entry, looked up): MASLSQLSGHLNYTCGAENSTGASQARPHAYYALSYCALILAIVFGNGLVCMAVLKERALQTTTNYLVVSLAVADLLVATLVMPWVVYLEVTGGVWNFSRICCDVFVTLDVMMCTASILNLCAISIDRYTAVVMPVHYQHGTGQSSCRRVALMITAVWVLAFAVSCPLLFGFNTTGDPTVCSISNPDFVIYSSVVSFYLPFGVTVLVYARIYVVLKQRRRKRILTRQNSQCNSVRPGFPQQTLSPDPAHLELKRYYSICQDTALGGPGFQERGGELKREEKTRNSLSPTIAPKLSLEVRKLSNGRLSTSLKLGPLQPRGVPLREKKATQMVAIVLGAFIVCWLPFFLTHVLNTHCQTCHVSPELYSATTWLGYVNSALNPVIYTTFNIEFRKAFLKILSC
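Cells at 1500/well, incubated overnight, then treated with pinned compounds (dopamine as control) for 90 min at 37 degrees C. DiscoveRx reagent added for 30 - 60 minutes at room temperature; luminescence read.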
HT1080 IDH1KD tx – qHTS for induction of synthetic lethality in tumor cells producing 2HG: qHTS for the HT-1080-IDH1KD cell line; HT-1080 IDH1 knockdown viability, ATP luminescence, 48 h; Potency, µM (series often up to 46.1 µM), inactives show at the highest dose activity, negative = toxicity, most hits filed as cytotoxic; 360,000 tested, 2% active;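 further: potency means the concentration at half of the fitted maximal effect; 0% = DMSO wells and -100% = cell-free medium wells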
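Knockdown cells (IDH1KD HT-1080) received compounds 2 h after plating at 750 cells/well and were kept 48 h at 37 °C in 5% FBS RPMI. A CellTiter-Glo luminescence read gave % activity for curve fitting.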
KB-3-1 tox – qHTS assay for MDR1-selective chemotherapeutics: Primary screen using the parental adenocarcinoma cell KB-3-1. 400,000 tested, 1.4% active. Potency, µM (top dose mostly 46.1 µM), inactives show top-dose activity change, negative = cytotoxic, hits mostly cytotoxic. KB-3-1 viability, CellTiter-Glo ATP luminescence, 72 h; further: potency means the concentration at half of the fitted maximal effect; on the % scale 0 is the no-effect control and ±100 the full control effect; nearly all actives have a fitted effect of over 60% in size
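Screening of KB-3-1 cells (DMEM, 10% FBS, phenol-red free) ran from lowest to highest compound concentration; after 72 h at 37 °C viability was read luminescently and curves fitted.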
SW480 rereplic – A quantitative high throughput screen for small molecules that induce DNA re-replication in SW480 colon adenocarcinoma cells; SW480 DNA re-replication, Hoechst DNA content imaging, 48 h; Potency, µM (titrated, usually from 46.1 µM), for inactives: top-dose re-replication activation, usual class: activators; 340,000 tested, 1.8% active; further: potency means the concentration at half of the fitted maximal effect; % of control where 0% means no effect; nearly all actives have a fitted effect of over 55% in size
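First, 250 cells per well were seeded. Next, compound or vehicle (23 nL) was pinned in, plates sat 48 hr at 37 C. Finally Hoechst was added for 40 min before fluorescence scanning.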
GLP-1R agonist – qHTS of GLP-1 Receptor Agonists; HEK293 GLP-1R CRE-luciferase, luminescence, 4-6 h; cells express a hypersensitive GLP-1R form; 380,000 tested, 0.007% active; Potency, µM (doses to about 45.6 µM), for inactives: at the top dose activation, most hits filed as activators; further: potency means the concentration at half of the fitted maximal effect; % of control where 0% means no effect
Target sequence (P43220 whole entry, looked up): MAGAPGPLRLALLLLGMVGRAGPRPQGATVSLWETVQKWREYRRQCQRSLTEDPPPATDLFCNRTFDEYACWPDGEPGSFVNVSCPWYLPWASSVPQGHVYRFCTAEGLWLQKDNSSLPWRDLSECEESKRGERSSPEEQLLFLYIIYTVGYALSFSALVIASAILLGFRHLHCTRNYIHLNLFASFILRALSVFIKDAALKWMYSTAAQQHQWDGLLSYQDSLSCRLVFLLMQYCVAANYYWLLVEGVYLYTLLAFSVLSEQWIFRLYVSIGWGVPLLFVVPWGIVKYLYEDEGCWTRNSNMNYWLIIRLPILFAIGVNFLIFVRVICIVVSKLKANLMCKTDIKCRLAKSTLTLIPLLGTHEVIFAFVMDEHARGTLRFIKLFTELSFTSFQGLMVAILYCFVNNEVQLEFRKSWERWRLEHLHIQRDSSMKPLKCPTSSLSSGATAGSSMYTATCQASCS
DRD3 antagonist – qHTS of D3 Dopamine Receptor Antagonist: qHTS; D(3) dopamine receptor (Homo sapiens), P35462; D3R cells, DiscoveRx beta-arrestin luminescence, antagonist mode; hits give low values; max response, negative = inhibition, %; 360,000 tested, 2.5% active; AID 652054, 2013; in the data active means max response below about -50%; inconclusive means no clear call, values can overlap the other calls; further: on the % scale 0 is the no-effect control and ±100 the full control effect; mostly tested at two doses, the higher about 12 µM
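Cells expressing the human receptor were seeded at 1500 cells/well, incubated overnight at 37 degrees C in 5% CO2, then exposed to library compounds with dopamine controls for 90 minutes at 37 degrees C before luminescent detection.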
Active calls of the source: *; ? = inconclusive; . = no result given; [ ] = dose if it differs, or a comment. Unless noted, the call rests on the fitted dose curve; in most records, active means well fitted curve in the direction sought with a large enough effect; inconclusive means small, poorly fitted or top-dose-only effect, or another doubt; inactive means no such curve, though single readings can be large; an effect the other way counts as inactive or inconclusive.

1. COc1cc(C(O)c2nc(-c3cncnc3)cs2)ccc1F (configuration not stated)
2. O=C1c2ccccc2C(=O)N1Cc1cc(-c2ccccc2Cl)no1
3. COc1ccc(C(=O)NC(NC(=S)Nc2ccc(S(N)(=O)=O)cc2)C(Cl)(Cl)Cl)cc1 (configuration not stated)
4. O=c1ccc(-c2nc3ccccc3n2C(CCc2ccccc2)c2nc3ccccc3[nH]2)c[nH]1 (configuration not stated)
5. Cc1c(C2=CCN(S(=O)(=O)c3ccc(Br)cc3)CC2)c2ccccc2n1C
6. CCCc1[nH]nc2c1C(c1ccc(Br)s1)C(C#N)=C(N)O2 (configuration not stated)
7. CCN(CC)c1ccc(N2C(=O)c3ccccc3C2=O)cc1
8. COCCC(=O)NC1CCCc2c1cnn2-c1cccc(C)c1C (configuration not stated)
9. Cc1ccc(C)n1-c1cc(S(=O)(=O)N2CCOCC2)ccc1N1CCCC1
10. CCOC(=O)c1ccc(NC(=O)CCc2c(C)nc3cc(-c4ccc(OC)cc4OC)nn3c2C)cc1

assay / compound	1	2	3	4	5	6	7	8	9	10
KB-V1 MDR tox	5%	?	-7%	-2%	-1%	?	4%	6%	5%	-10%
IL-1B inflam inh	9	2	-7	-27	12	-100*	24	20	-11	.
HT1080NT lethal	11%	4%	-26%	-19%	4%	?	10%	7%	0%	.
D3 ag	3	-10	-2	-1	5	4	4	-3	9	6
HT1080 IDH1KD tx	-1%	22%	?	-12%	11%	?	3%	20%	1%	.
KB-3-1 tox	0%	-7%	?	-14%	-5%	?	1%	-2%	1%	3%
SW480 rereplic	.	-7%	0%	.	?	?	-9%[9.22 µM]	-10%	15%	.
GLP-1R agonist	-1%	10%	0%	.	0%	-28%	-2%	-10%	-1%	0%
DRD3 antagonist	4	-23	-75*	15	-2	0	0	-1	14	.

11. CC(C)[C@H](NC(=O)c1ccccc1Cl)C(=O)OCC(=O)NC(=O)NCc1ccco1
12. CCCc1nc2ccccc2c(=O)n1/N=C/c1ccc(O)cc1
13. CC(C(=O)Nc1ccc(S(=O)(=O)N2CCOCC2)cc1)N(c1ccccc1)S(C)(=O)=O (configuration not stated)
14. N=c1c2c(ncn1CCN1CCOCC1)Oc1cc(O)ccc1C2c1ccccc1 (configuration not stated)
15. CC(C)(C)OC(=O)NC(CC(=O)OCc1ccccc1)C(=O)O (configuration not stated)
16. COc1ccc(NC(=O)CSc2nnc(CNC(=O)COc3ccc(Cl)cc3)o2)c(OC)c1
17. COc1ccc(-c2ccc(-c3noc(-c4cccc(OC)c4)n3)c(OC)n2)cc1
18. CC(OC(=O)c1ccc(C#N)cc1)C(=O)Nc1ccc(Cl)cn1 (configuration not stated)
19. COC(=O)C1=C(N)Oc2c(oc(CO)cc2=O)C1c1c(F)cccc1Cl (configuration not stated)
20. CN(c1ccc(-c2csc(NC(=O)C3CC(=O)N(Cc4ccco4)C3)n2)cc1)S(C)(=O)=O (configuration not stated)

assay / compound	11	12	13	14	15	16	17	18	19	20
KB-V1 MDR tox	?	?	4%	4%	-12%	11%	14%	-15%	-22%	7%
IL-1B inflam inh	52	-23	20	-75*	10	-22	-3	-7	?	-2
HT1080NT lethal	-2%	-19%	7%	?	-1%	-2%	14%	-50%	18%	2%
D3 ag	1	4	6	0	6	2	5	-9	1	12
HT1080 IDH1KD tx	-1%	-2%	10%	-15%	-1%	4%	0%	-7%	1%	-1%
KB-3-1 tox	0%	2%	9%	-2%	-7%	3%	-8%	-1%	6%	14%
SW480 rereplic	1%	-6%	1%	-19%	?	8%	9%	?	-2%	9%
GLP-1R agonist	0%	0%	-4%	13%	7%	0%	-5%	-5%	1%	2%
DRD3 antagonist	-12	-1	4	31	-1	5	-21	0	-25	0

21. Cc1cc(C)n(CC(O)COc2ccc(Cl)cc2)n1 (configuration not stated)
22. Cc1cc(Cl)c2c(c1)[C@]1(C(=O)N2)[C@@H]2C(=O)N(Cc3ccccc3)C(=O)[C@@H]2[C@@H]2CCCN21
23. COc1ccc(CCC(=O)N2c3ccccc3N=C(c3ccc(C(F)(F)F)cc3)C2C(=O)NC(C)C)cc1 (configuration not stated)
24. COc1ccc(C(=O)C[n+]2cccc3cc(OC)ccc32)cc1
25. O=C(CCCCC(=O)Sc1ccccc1)Sc1ccccc1
26. CO/N=C(\Cn1ncc(N2CCCC2)c(Br)c1=O)c1ccc(Cl)cc1
27. COc1ccc(CNCCc2ccccc2)cc1OCC(N)=O
28. Cc1cc(C(=O)NCc2cc(F)cc3c2OCOC3)nn1C
29. Cc1cccn2c(=O)nc(SCC(=O)NCc3ccccc3Cl)nc12
30. Fc1ccc2[nH]c3c(NCc4ccccc4)ncnc3c2c1

assay / compound	21	22	23	24	25	26	27	28	29	30
KB-V1 MDR tox	0%	?	?	17%	4%	?	?	16%	17%	2%
IL-1B inflam inh	-5	18	50	-1	-96*	-21	-6	18	-5	-86*
HT1080NT lethal	15%	?	?	-16%	-1%	-9%	17%	6%	18%	?
D3 ag	1	-12	86*	-15	-4	-12	-18	-13	1	-33
HT1080 IDH1KD tx	8%	?	?	-9%	-8%	-3%	-14%	-4%	18%	?
KB-3-1 tox	-4%	?	-1%	16µM*	0%	3%	3%	11%	7%	?
SW480 rereplic	3%	16%	.	-1%	1%	1%	-2%	-5%	1%	0%
GLP-1R agonist	0%	1%	.	-1%	-18%	13%	4%	12%	0%	9%
DRD3 antagonist	-20	24	0	?	0	13	12	12	16	-18

31. CC(C)Nc1nnc(SCC(=O)NCc2ccc3c(c2)OCO3)s1
32. Cc1cc(NC(=O)CN2CCCCC2)no1
33. O=c1[nH]ncc(N/N=C\c2cccnc2)c1Cl
34. C/C(=N\OCC(=O)OC(C)C(=O)Nc1ccc(C)c(S(=O)(=O)N2CCOCC2)c1)c1ccc2c(c1)OCO2 (configuration not stated)
35. CC(=O)c1ccc(N=C2SCCCN2C(=O)C2CCCC2)cc1
36. COc1ccc(OC(C)C(=O)Nc2cccc([N+](=O)[O-])c2)cc1 (configuration not stated)
37. COc1cc(NC(=O)CSc2cc(C)c3cc(C)cc(C)c3n2)c(C(=O)O)cc1OC
38. CCn1c(C)nc2cc(-c3nc4n(n3)Cc3ccccc3-4)ccc21
39. O=C1Nc2cc(Cl)ccc2Nc2cscc21
40. O=C(NCc1cccnc1)c1ccc(COc2cccc3ccccc23)o1

assay / compound	31	32	33	34	35	36	37	38	39	40
KB-V1 MDR tox	7%	6%	?	0%	-3%	16µM*	7%	?	16%	?
IL-1B inflam inh	-3	0	76	0	28	0	16	?	.	-8
HT1080NT lethal	12%	5%	-1%	-6%	0%	-8%	5%	2.1µM*	.	-20%
D3 ag	-1	5	-7	-8	7	-2	4	-1	.	2
HT1080 IDH1KD tx	8%	18%	2%	-5%	-5%	-2%	8%	1.8µM*	.	?
KB-3-1 tox	7%	3%	-28%	?	?	-10%	-12%	5.8µM*	18%	-1%
SW480 rereplic	-10%	-15%	-13%	14%	-4%	-149%[inhibitor]	-2%	-14%	1%	-4%
GLP-1R agonist	5%	6%	0%	0%	13%	22%	-1%	-56%	8%	1%
DRD3 antagonist	-18	2	9	-2	26	-11	16	-3	.	11

41. CCOc1ccccc1C(=O)NCC(=O)N(C)Cc1ccccc1C
42. Cc1nc(-c2ccc(C(=O)N3CCCC3)cc2)cs1
43. CCOc1ccc(-c2cc(C(=O)NCC3CCCO3)c3ccccc3n2)cc1 (configuration not stated)
44. COc1ccc2nc(Nc3nc(CSc4nnnn4-c4ccccc4)cc(=O)[nH]3)nc(C)c2c1

assay / compound	41	42	43	44
KB-V1 MDR tox	-24%	?	-20%	16µM*
IL-1B inflam inh	-20	-1	-23	17
HT1080NT lethal	-3%	-15%	6%	4%
D3 ag	-5	-10	3	7
HT1080 IDH1KD tx	?	-15%	12%	8%
KB-3-1 tox	-19%	-32%	-3%	?
SW480 rereplic	?	3%	2%	-3%
GLP-1R agonist	5%	0%	5%	-9%
DRD3 antagonist	-4	-21	40	-59*

Exported with two lines to a compound: entries from further up.
Below each SMILES: KB-V1 MDR tox | IL-1B inflam inh | HT1080NT lethal | D3 ag | HT1080 IDH1KD tx | KB-3-1 tox | SW480 rereplic | GLP-1R agonist | DRD3 antagonist
36) COc1ccc(OC(C)C(=O)Nc2cccc([N+](=O)[O-])c2)cc1 (configuration not stated)
 : 16µM* | 0 | -8% | -2 | -2% | -10% | -149%[inhibitor] | 22% | -11
37) COc1cc(NC(=O)CSc2cc(C)c3cc(C)cc(C)c3n2)c(C(=O)O)cc1OC
 : 7% | 16 | 5% | 4 | 8% | -12% | -2% | -1% | 16

Complete entries as entered above. Order of screens: KB-V1 MDR tox, IL-1B inflam inh, HT1080NT lethal, D3 ag, HT1080 IDH1KD tx, KB-3-1 tox, SW480 rereplic, GLP-1R agonist, DRD3 antagonist
O=C1c2ccccc2C(=O)N1Cc1cc(-c2ccccc2Cl)no1 as listed: ?, 2, 4%, -10, 22%, -7%, -7%, 10%, -23
Cc1cccn2c(=O)nc(SCC(=O)NCc3ccccc3Cl)nc12 as listed: 17%, -5, 18%, 1, 18%, 7%, 1%, 0%, 16
COc1ccc(CCC(=O)N2c3ccccc3N=C(c3ccc(C(F)(F)F)cc3)C2C(=O)NC(C)C)cc1 (configuration not stated) as listed: ?, 50, ?, 86*, ?, -1%, ., ., 0

Screens: PubChem, National Center for Advancing Translational Sciences (NCATS)
